# Mito fusion yeast: inhibitors of mitochondrial division or activators of mitochondrial fusion. S. cerevisiae fusion-defective mutant growth rescue, CellTiterGlo 48 h. Potency, µM (titrated, usually from 46.1 µM), for the others: at the highest dose growth rescue (activation), usual class: activators. hit rate 0.23% among 320,000. AID 485298;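 also: potency is read from the fitted curve at half-maximal effect; % of control where 0% means no effect; nearly all actives have a fitted effect of over 45% in size; temperature-sensitive fusion mutants such as fzo1-1 at 37 °C on non-fermentable ethanol glycerol medium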
#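 S. cerevisiae fusion-defective temperature-sensitive mutants (e.g. fzo1-1, mgm1-5) grown 48 h at 37C in YPEG (ethanol/glycerol non-fermentable) medium with 23 nl compound per well; growth rescue read as CellTiterGlo luminescence.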
# KCNH2 3.1 block: blocks the human KCNH2 3.1 channel isoform | U2OS KCNH2 3.1, thallium flux FluxOr; hits give low values | activity change, % (tested at about 1.8 µM) | hit rate 0.95% among 340,000;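 active = maximum activity change below -70%; inconclusive = maximum activity change from -70% to -50%; inactive = maximum activity change above -50%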;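 also: thallium influx rate constant from kinetic fluorescence after stimulation buffer; % is scaled to controls: 0 for no effect and ±100 for the full control effect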
#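 Measured as rate of thallium-driven FluxOr signal in transduced U2OS cells carrying the 3.1 channel, read kinetically for 2 min upon stimulation; values are rate constants scaled to DMSO control wells.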
# TSHR antagonist: antagonists of human thyroid stimulating hormone receptor. TSHR-expressing cells, TSH-stimulated cAMP HTRF, 2 h; hits give low values. activity change, negative = inhibition, % at 11.5 µM. hit rate 0.2% among 330,000;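 active = activity change below a set negative limit, meaning inhibition stronger than a set level, cut at about -70% in these data; inconclusive = activity change between two set negative limits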; also: % is scaled to controls: 0 for no effect and ±100 for the full control effect
#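 Antagonism was scored as loss of TSH-driven cAMP in TSHR cells, stimulated with 4nM TSH (EC80) for 2 hours at 37 deg C and detected by homogeneous HTRF competition immunoassay.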
# AT treatment: potential ataxia-telangiectasia treatment. […] A-T fibroblasts, KAP-1 phosphorylation AlphaLISA; neocarzinostatin DNA damage 30 min before lysis. Potency, µM (highest dose often 57.5 µM), inactives show at the highest dose activation, most hits filed as activators. hit rate 0.19% among 320,000; also: potency is read from the fitted curve at half-maximal effect; % of control where 0% means no effect; nearly all actives have a fitted effect of over 45% in size
#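 ATM-like activity read as KAP-1 phosphorylation via AlphaLISA donor/acceptor antibody pairs after lysis and 6 hr at 25C. Cells were ATM-null patient fibroblasts ([…], hTERT), dosed 60 min, then exposed to the DSB inducer NCS for 30 min.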
# Eya2 inh: inhibitors of human Eya2 phosphatase activity. O00167. recombinant Eya2, OMFP fluorescence dephosphorylation (OMFP is methylfluorescein phosphate). Potency, µM (highest dose often 76.9 µM), inactives show at the highest dose activity, negative = inhibition, actives largely listed as inhibitors. hit rate 0.006% among 330,000. AID 488837; also: potency is read from the fitted curve at half-maximal effect; % is scaled to controls: 0 for no effect and ±100 for the full control effect
#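 Eya2 (0.2 uM) preincubated 10 min at ambient with compound, then OMFP substrate added at 50 uM; 10 min reaction in 50 mM HEPES pH 7.5, 50 mM NaCl, 5 uM MgCl2, 0.05% BSA, 1 mM DTT. Fluorescence read at Ex 485/Em 525 nm.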
# hERG WT inh: blocks the wildtype human KCNH2 potassium channel; U2OS, BacMam KCNH2, thallium flux FluxOr; hits give low values; activity change, % at 1.84 µM; hit rate 0.37% among 340,000;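 active = maximum activity change below -70%; inconclusive = maximum activity change between -70% and -50%; inactive = maximum activity change above -50%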; also: % is scaled to controls: 0 for no effect and ±100 for the full control effect
# Target sequence (Q12809 whole entry, looked up): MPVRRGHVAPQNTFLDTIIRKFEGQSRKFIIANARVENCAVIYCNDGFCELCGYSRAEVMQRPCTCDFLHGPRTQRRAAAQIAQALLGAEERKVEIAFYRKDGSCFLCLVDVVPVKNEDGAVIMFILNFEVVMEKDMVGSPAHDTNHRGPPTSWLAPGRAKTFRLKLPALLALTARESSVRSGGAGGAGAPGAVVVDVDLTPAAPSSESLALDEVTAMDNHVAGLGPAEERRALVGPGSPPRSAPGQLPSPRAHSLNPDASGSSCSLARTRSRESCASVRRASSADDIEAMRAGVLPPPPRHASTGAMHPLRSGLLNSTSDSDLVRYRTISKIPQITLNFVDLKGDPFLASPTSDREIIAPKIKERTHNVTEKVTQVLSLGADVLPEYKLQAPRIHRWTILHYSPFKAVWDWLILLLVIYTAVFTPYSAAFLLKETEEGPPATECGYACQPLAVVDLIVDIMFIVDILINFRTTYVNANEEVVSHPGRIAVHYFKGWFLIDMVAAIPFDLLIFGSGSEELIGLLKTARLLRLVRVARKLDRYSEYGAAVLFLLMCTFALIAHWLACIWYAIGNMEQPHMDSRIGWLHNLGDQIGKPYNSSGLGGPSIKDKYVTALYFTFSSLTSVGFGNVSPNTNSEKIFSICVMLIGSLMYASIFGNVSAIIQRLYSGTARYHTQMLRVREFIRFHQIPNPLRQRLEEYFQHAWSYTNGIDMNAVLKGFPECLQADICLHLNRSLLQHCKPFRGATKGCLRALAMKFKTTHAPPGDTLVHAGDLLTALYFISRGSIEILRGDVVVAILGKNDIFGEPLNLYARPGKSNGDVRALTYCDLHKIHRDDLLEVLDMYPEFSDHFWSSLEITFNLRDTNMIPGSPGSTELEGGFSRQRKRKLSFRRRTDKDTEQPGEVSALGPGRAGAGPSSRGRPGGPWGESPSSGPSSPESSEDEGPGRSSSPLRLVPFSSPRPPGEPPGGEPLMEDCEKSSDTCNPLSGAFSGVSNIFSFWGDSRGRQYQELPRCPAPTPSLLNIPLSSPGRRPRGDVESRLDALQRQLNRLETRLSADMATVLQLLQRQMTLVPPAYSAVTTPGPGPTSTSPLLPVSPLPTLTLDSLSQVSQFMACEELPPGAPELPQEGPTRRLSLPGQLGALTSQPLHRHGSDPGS
#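 U2OS cells transduced with wild-type KCNH2 virus are loaded with FluxOr dye for 45 min, and thallium flux is measured in kinetic reads before and after stimulation buffer. Rate constants are normalized to DMSO controls.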
# ELG1 DNA repair: ELG1-dependent DNA repair inhibition | HEK293T ELG1-luciferase reporter, luminescence, 16 h; DNA damage induced by 5-fluorouridine | Potency, µM (highest dose often 46.1 µM), inactives show at the highest dose activity change, negative = inhibition, most hits filed as inhibitors | hit rate 2.3% among 330,000 | AID 504467; also: potency is read from the fitted curve at half-maximal effect; % is scaled to controls: 0 for no effect and ±100 for the full control effect; nearly all actives have a fitted effect of over 55% in size
#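 5-Fluorouridine DNA damage + compound/DMSO, 2,000 cells/well, 16 h, 37 °C/5% CO2. ONE-Glo, 30 min RT, luminescence. Readout = decrease in reporter signal.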
# TRPV1 agonist: human TRPV1 agonism. Q8NER1. TRPV1-expressing cells, Fluo-8 calcium influx, agonist mode. activation, % at 8.33 µM. hit rate 0.19% among 320,000; in the data active = activation above about 80%; inconclusive = between about 30% and that limit; also: 0% is about no effect
#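 Cells expressing TRPV1 were dye-loaded with Fluo-8 and read kinetically: 10 s baseline, 3 min after compound (agonist portion), then 2 min after EC20 capsaicin (allosteric enhancer portion). Calcium-bound dye fluorescence at 480/520 nm.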
# USP2a block: blocks human ubiquitin-specific protease USP2a | O75604 | USP2 core, Ub-CHOP2 coupled fluorogenic reporter, 485/531 | Potency, µM (series often up to 38.3 µM), inactives show at the highest dose activity change, negative = inhibition, hits mostly inhibitors | hit rate 0.01% among 330,000 | AID 463254;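 also: potency is read from the fitted curve at half-maximal effect; plate controls were DMSO wells for no effect and full inhibition by NEM control for full effect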
#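 Cell-free coupled assay: 10nM USP2 core preincubated 30min RT with compound in Tris-HCl pH 8.0/CaCl2/CHAPS buffer, then 25nM Ub-CHOP2 and 25nM reporter substrate; fluorescence (Ex 485/Em 531) read after 60min RT, normalized to NEM inhibition, concentration-response curves fitted.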
# TCR act: activates T cell receptor signaling | primary human leukocytes, anti-CD3, IL-2 HTRF, 48 h | Potency, µM (series often up to 9.22 µM), inactives show at the highest dose activation of IL-2 secretion, hits mostly activators | 330,000 tested, under 10 active | AID 504894; also: % of control where 0% means no effect
#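 IL-2 release read by HTRF sandwich (Eu cryptate donor, d2 acceptor, 665 nm emission) after 48 hr exposure of primary human leukocytes to compound together with anti-CD3 beads in the absence of co-stimulatory signals.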
# Starred values were filed as active, the others as inactive; u = inconclusive; x = no result given; [ ] = another dose, or the depositor's remark. Unless noted, calls follow the shape of the dose curve; as a rule, active = well fitted curve in the direction sought with a large enough effect; inconclusive = small, poorly fitted or top-dose-only effect, or another doubt; inactive = no such curve, though single readings can be large; an effect the other way counts as inactive or inconclusive. Some of the compounds tested. The share of hits here may be higher or lower than overall.
SMILES	Mito fusion yeast	KCNH2 3.1 block	TSHR antagonist	AT treatment	Eya2 inh	hERG WT inh	ELG1 DNA repair	TRPV1 agonist	USP2a block	TCR act
COCC(=O)N/N=C(\C)CC(=O)Nc1ccccc1C(N)=O	0%	-14	23	6%	-1%	-15	6%	3	3%	-3%
Cc1cc(=O)[nH]c(N/N=C/c2cccc([N+](=O)[O-])c2)n1	3%	x	2	2%	0%	x	5%	1	-2%	2%[46.1 µM]
O=C(Nc1ccc(Cl)cc1)Nc1cc(S(=O)(=O)N2CCOCC2)ccc1N1CCCC1	-6%	-17	-20	-11%	0%	17	-1%	1	0%	1%[46.1 µM]
Cc1ccc(C2C(C#N)=C(N)OC3=C2C(=O)CC(C)(C)C3)s1 (stereo not drawn)	1%	4	3	-4%	12%	4	18%	1	10%	-2%
O=C(Cn1c(=O)n(Cc2ccco2)c(=O)c2c3c(sc21)CCCC3)Nc1ccccc1	9%	-6	-1	-5%	-1%	1	u	-1	-2%	-15%
CCNS(=O)(=O)c1ccc(NS(C)(=O)=O)cc1	-1%	28	6	-2%	-2%	u	15%	1	0%	-2%
c1ccc(-n2nnnc2-n2cnc3ccccc32)cc1	-4%	-6	-11	2%	14%	-1	-8%	2	-1%	1%
[O-][n+]1ccc(C(O)c2ccccc2)cc1 (stereo not drawn)	1%	-1	9	1%	10%	4	2%	-4	0%	6%
COCCc1nnc(NC(=O)C23CC4CC(CC(C4)C2)C3)s1	-7%	1	-7	0%	-4%	4	4%	-1	0%	x
COC1C(C)=C(C)C(=O)N1Cc1ccc(F)cc1 (stereo not drawn)	1%	-5	12	-9%	7%	-6	u	2	3%	-3%
CCOC(=O)CN1C(=O)N[C@@H](c2ccccc2)C(C(=O)OC)=C1C	-1%	4	1	-1%	7%	-3	4%	2	4%	-6%
CCC(COC(=O)Nc1cccc(C)c1C)NC(=O)OCC(C)C (stereo not drawn)	-3%	15	-2	-4%	-20%	-24	-4%	22	-1%	x

# (list continues)
SMILES	Mito fusion yeast	KCNH2 3.1 block	TSHR antagonist	AT treatment	Eya2 inh	hERG WT inh	ELG1 DNA repair	TRPV1 agonist	USP2a block	TCR act
Cc1ccccc1NC(=O)C(C)OC(=O)CCC(=O)N(CC(C)C)c1c(N)n(CC(C)C)c(=O)[nH]c1=O (stereo not drawn)	-2%	-2	3	-9%	2%	2	11%	-1	1%	-27%
Cc1ccccc1C(=O)Nc1ccc(O)cc1C(=O)O	-5%	27	1	1%	1%	x	-10%	-4	2%	-2%
CC(C)C(C)NC(=O)COC(=O)c1cccc(C(=O)OCC(=O)NC(C)C(C)C)n1 (stereo not drawn)	2%	15	8	0%	-5%	-18	-10%	2	0%	-2%
Cc1ccc(N2CC(O)Cn3c2nc2c3c(=O)[nH]c(=O)n2C)cc1 (stereo not drawn)	-1%	-25	-7	12%	11%	2	-2%	-2	1%	8%
NCC(=O)NCC(=O)NC[C@H]1O[C@@H](n2cnc3c(N)ncnc32)[C@H](O)[C@@H]1O	x	3	6	-15%	7%	3	u	x	1%	1%[46.1 µM]
CCc1nnc(NS(=O)(=O)c2ccc(N/C=C/C(=O)c3ccc(OC)cc3)cc2)s1	1%	6	-14	-4%	1%	-2	0%	-1	3%	1%
CC(=O)N1CCN(C(=O)c2ccc(OC3CCN(CCc4ccccc4)CC3)cc2)CC1	0%	-5	0	0%	-3%	7	-2%	0	-2%	0%
O=C(CN1CCN(c2ccc(Cl)cc2)CC1)N1CCCC1	-1%	0	4	1%	-11%	13	-9%	0	2%	2%
O=C(CSC1c2ccccc2C(=O)N1c1ccccc1)N1CCOCC1 (stereo not drawn)	-2%	6	19	3%	5%	1	-13%	3	4%	5%[46.1 µM]
CC(CC(=O)NCc1ccc(Cl)cc1)S(=O)(=O)c1ccc2c(c1)NC(=O)CO2 (stereo not drawn)	0%	-5	-6	2%	0%	-20	u	1	3%	0%
Cc1[nH]n(-c2ccccc2)c(=O)c1N=Nc1ccccc1C(=O)O	3%	-4	-19	-8%	-6%	-1	-19%	1	-7%	x
Cn1c(=O)c(C(=O)COc2ccc(F)cc2Cl)c(N)n(Cc2ccccc2)c1=O	-8%	-19	-12	-2%	-9%	2	23µM*	5	0%	12%

# Continuation:
SMILES	Mito fusion yeast	KCNH2 3.1 block	TSHR antagonist	AT treatment	Eya2 inh	hERG WT inh	ELG1 DNA repair	TRPV1 agonist	USP2a block	TCR act
Cc1nc2sc(C(=O)Nc3ccccc3Cc3ccccc3)c(C)c2c(=O)[nH]1	1%	3	11	4%	-13%	-1	u	15	0%	2%
COc1ccc(/C=N/NC(=O)CCN2CCCCC2c2cccnc2)cc1Cn1cc([N+](=O)[O-])cn1 (stereo not drawn)	3%	-4	-2	u	6%	-6	-5%	-5	3%	-5%
O=C(CN1C(=O)/C(=C/c2cccc(Br)c2)SC1=S)N1CCCC1	4%	3	-10	-2%	2%	-7	2%	-6	-1%	-3%[46.1 µM]
COc1ccc(NC(=O)c2ccc3ncsc3c2)cc1	-68%[inhibitor]	-4	4	23%	9%	9	u	92*	-6%	-2%
COc1ccc(/C(O)=C2/C(=O)C(=O)N(c3ncccn3)C2c2ccc(F)cc2)cc1 (stereo not drawn)	0%	-17	3	-19%	-2%	-14	0%	2	4%	-4%
O=C(Cc1cccc2ccccc12)N1CCCc2ccccc21	7%	x	0	9%	-11%	-22	20%	24	0%	-47%
O=C(Nc1ccc(-c2csc(Nc3ccccc3)n2)cc1)c1ccccc1	-1%	-23	-2	-4%	1%	-5	-23%	5	1%	4%
CCOc1ccc(C(CC(=O)O)n2cnnn2)cc1 (stereo not drawn)	-5%	0	15	0%	-1%	-3	29%	-9	-3%	-1%
CC(C(=O)NCc1ccco1)c1ccc([N+](=O)[O-])cc1 (stereo not drawn)	4%	-4	-5	-2%	-2%	-6	11%	1	2%	-3%
CC(=O)N=c1c(C#N)cc2c(=O)n3ccccc3nc2n1Cc1ccccc1	5%	2	3	7%	2%	-1	5%	4	-2%	5%[46.1 µM]
CCc1ccccc1NC(=O)CC1SCCNC1=O (stereo not drawn)	-2%	9	0	0%	-9%	0	16%	0	1%	-1%
Cc1ccc(C)c(NC(=O)CCC(=O)N/N=C/c2cc([N+](=O)[O-])ccc2O)c1	5%	10	-16	-1%	9%	2	13µM*	0	-3%	-3%

# Printed as active in TRPV1 agonist, of those listed so far:
SMILES	Mito fusion yeast	TSHR antagonist	Eya2 inh	TRPV1 agonist	TCR act
COc1ccc(NC(=O)c2ccc3ncsc3c2)cc1	-68%[inhibitor]	4	9%	92*	-2%

# The results go on:
SMILES	Mito fusion yeast	KCNH2 3.1 block	TSHR antagonist	AT treatment	Eya2 inh	hERG WT inh	ELG1 DNA repair	TRPV1 agonist	USP2a block	TCR act
Cc1ccccc1Cn1c(=O)n(-c2ccccc2)c(=O)c2ccc(C(=O)NCc3ccco3)cc21	-1%	x	3	18%	8%	x	u	8	2%	x
Cc1cc(C(=O)CSc2nnc(-c3cccc(F)c3)n2N)c(C)n1Cc1ccc2c(c1)OCO2	0%	-11	u	-4%	-35%	-7	u	4	-7%	-4%
Cc1sc2nc(C3CC3)nc(SCC(=O)N3CCCc4ccccc43)c2c1C	u	x	-9	3%	5%	x	u	0	3%	-5%
CCOC(=O)c1c(N)sc2c1C1CCN2CC1	6%	-10	-12	0%	15%	0	u	-1	-5%	-3%
COc1ccccc1/C=C1\SC(=S)N(CCC(=O)Nc2nnc(C)s2)C1=O	-3%	6	8	0%	1%	1	18%	-1	-1%	9%

# Three of the compounds above, with each value named.
structure: Cc1sc2nc(C3CC3)nc(SCC(=O)N3CCCc4ccccc43)c2c1C
  Mito fusion yeast: u | KCNH2 3.1 block: x | TSHR antagonist: -9 | AT treatment: 3% | Eya2 inh: 5% | hERG WT inh: x | ELG1 DNA repair: u | TRPV1 agonist: 0 | USP2a block: 3% | TCR act: -5%
structure: CCOC(=O)c1c(N)sc2c1C1CCN2CC1
  Mito fusion yeast: 6% | KCNH2 3.1 block: -10 | TSHR antagonist: -12 | AT treatment: 0% | Eya2 inh: 15% | hERG WT inh: 0 | ELG1 DNA repair: u | TRPV1 agonist: -1 | USP2a block: -5% | TCR act: -3%
structure: COc1ccccc1/C=C1\SC(=S)N(CCC(=O)Nc2nnc(C)s2)C1=O
  Mito fusion yeast: -3% | KCNH2 3.1 block: 6 | TSHR antagonist: 8 | AT treatment: 0% | Eya2 inh: 1% | hERG WT inh: 1 | ELG1 DNA repair: 18% | TRPV1 agonist: -1 | USP2a block: -1% | TCR act: 9%
